OX1R antag – OX1R (HCRTR1) antagonists, primary screen, fluorescence, CHO/OX1R cells, Fluo-8 calcium, orexin A. Orexin/Hypocretin receptor type 1 (Homo sapiens), O43613. Fluo-8 calcium fluorescence. inhibition, % at 5 µM. actives 0.43% (n = 330,000). AID 434989, 2010;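 active = inhibition above its plate's threshold, mean inhibition of all tested compounds on the plate plus 3 SD, cut at about 37% in these data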;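 also: 0% = orexin A challenge wells and 100% = SB-334867-A antagonist wells; not every result past the cut was called active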
Target sequence (O43613 whole entry, looked up): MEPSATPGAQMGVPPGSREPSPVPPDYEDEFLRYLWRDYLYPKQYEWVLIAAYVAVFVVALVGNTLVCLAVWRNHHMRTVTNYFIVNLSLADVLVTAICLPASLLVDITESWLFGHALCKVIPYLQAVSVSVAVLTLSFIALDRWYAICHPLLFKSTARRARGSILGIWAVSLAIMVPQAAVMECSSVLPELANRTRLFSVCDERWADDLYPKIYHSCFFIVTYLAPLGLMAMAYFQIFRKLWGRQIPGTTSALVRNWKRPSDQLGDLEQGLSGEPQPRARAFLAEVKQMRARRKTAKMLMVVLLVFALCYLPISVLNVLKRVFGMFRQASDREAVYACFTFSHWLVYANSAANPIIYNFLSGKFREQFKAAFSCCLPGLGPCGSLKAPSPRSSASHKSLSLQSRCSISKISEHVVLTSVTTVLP
CHT PAM – CHT positive allosteric modulators, primary screen, cell-based, membrane potential dye, choline EC20. High affinity choline transporter 1 (Homo sapiens), Q9GZV3. CHT-expressing cells; hits give high values; LV-AA mutant CHT in HEK293 cells. B-score at 10 µM. actives 0.49% (n = 310,000);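 active = initial fluorescence not abnormally high and integrated response B-score, plate-corrected, over 3 SD above library mean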
Target sequence (Q9GZV3 whole entry, looked up): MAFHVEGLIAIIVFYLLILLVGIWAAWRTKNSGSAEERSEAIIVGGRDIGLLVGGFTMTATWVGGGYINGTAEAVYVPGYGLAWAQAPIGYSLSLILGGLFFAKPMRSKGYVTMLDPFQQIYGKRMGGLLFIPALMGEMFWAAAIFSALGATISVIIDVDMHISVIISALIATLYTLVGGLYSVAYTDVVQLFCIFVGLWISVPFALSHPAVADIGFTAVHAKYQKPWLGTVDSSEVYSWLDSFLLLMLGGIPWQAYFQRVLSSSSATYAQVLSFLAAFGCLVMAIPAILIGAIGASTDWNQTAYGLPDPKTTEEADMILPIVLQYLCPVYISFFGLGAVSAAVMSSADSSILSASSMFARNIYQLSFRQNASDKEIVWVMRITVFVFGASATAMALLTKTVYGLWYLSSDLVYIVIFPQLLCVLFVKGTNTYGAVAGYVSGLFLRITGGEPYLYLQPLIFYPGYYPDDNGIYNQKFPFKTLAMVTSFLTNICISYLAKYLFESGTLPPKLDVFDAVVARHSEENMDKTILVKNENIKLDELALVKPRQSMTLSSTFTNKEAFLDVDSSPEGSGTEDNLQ
* = called active by the depositor; i = inactive; nt = not tested or not shown. No enrichment for hits (roughly 0.83% active in at least one column).

The opening 3 records as a preview:
item	Structure	OX1R antag	CHT PAM
1	COc1ccc(CNC(=S)Nc2cc(C)cc(C)c2)cc1	-0.5	i
2	COc1ccccc1/C=C/C(=O)OCC(=O)NCCC1=CCCCC1	-17.6	i
3	O=S(=O)(NCc1nnc2c(C(F)(F)F)cc(Cl)cn12)c1ccccc1	16.6	i

All compounds of this part, previewed entries included:
item	Structure	OX1R antag	CHT PAM
1	COc1ccc(CNC(=S)Nc2cc(C)cc(C)c2)cc1	-0.5	i
2	COc1ccccc1/C=C/C(=O)OCC(=O)NCCC1=CCCCC1	-17.6	i
3	O=S(=O)(NCc1nnc2c(C(F)(F)F)cc(Cl)cn12)c1ccccc1	16.6	i
4	CCOc1ccc(S(=O)(=O)n2ccc(C)n2)c2ccccc12	-26.3	i
5	CN(C)S(=O)(=O)c1ccc(Cl)c(C(=O)NC2CCCCCCC2)c1	-20.0	i
6	CCC(=O)Nc1nnc(SCC(=O)c2ccc3c(c2)Cc2ccccc2-3)s1	-6.7	i
7	Cc1onc(-c2ccccc2)c1C(=O)N1CCN(C)CC1	-3.4	i
8	COc1cc(NC(=O)c2ccccc2-c2ccccc2)cc(OC)c1	-8.8	i
9	Cc1ccc(N2C(=O)N3[C@H](c4ccc(F)cc4)[C@@H]4C(=O)N(C5CCCCC5)C(=O)[C@@H]4[C@]3(Cc3ccccc3)C2=O)cc1	-42.5	i
10	CC(C)C(C)NC(=O)CSc1ccc(S(=O)(=O)N2CCOCC2)cn1 (stereo not given)	-21.1	nt
11	Cc1cc(CSc2ccccc2)ccc1NC(=O)COc1ccccc1C	-23.0	i
12	Cc1ccccc1OCC(=O)NCC(C)(C)N1CCOCC1	-14.1	i
13	Cc1ccc(-c2nc(CS(=O)CC(=O)N3CCN(c4ccc(F)cc4)CC3)c(C)o2)cc1 (stereo not given)	-30.1	i
14	O=C(c1cnccn1)N1CCN(C/C=C/c2ccccc2)CC1	-14.5	i
15	CCC1(c2ccccc2)NC(=O)N(CC(=O)Nc2cc(C(F)(F)F)ccc2N2CCCC2)C1=O (stereo not given)	-27.5	i
16	N=c1n(CCN2CCCCC2)c2ccccc2n1CC(O)c1ccco1 (stereo not given)	-25.9	i

An excerpt from further up:
item	Structure	OX1R antag	CHT PAM
9	Cc1ccc(N2C(=O)N3[C@H](c4ccc(F)cc4)[C@@H]4C(=O)N(C5CCCCC5)C(=O)[C@@H]4[C@]3(Cc3ccccc3)C2=O)cc1	-42.5	i
10	CC(C)C(C)NC(=O)CSc1ccc(S(=O)(=O)N2CCOCC2)cn1 (stereo not given)	-21.1	nt

Remaining list, next part
item	Structure	OX1R antag	CHT PAM
17	Cc1ccc(CSCC(=O)Nc2ccc(F)cc2)cc1	-10.2	i
18	Cc1ccc(NC(=S)N(C)C(c2ccccc2)c2ccccc2)cc1C	-14.7	i
19	CCC(C)(C)n1nnnc1C(c1ccc(OC)c(OC)c1)N1CCN(c2cccc(OC)c2)CC1 (stereo not given)	-18.4	i
20	NC(=O)CC(NC(=O)c1ccccc1)c1ccc(NC2CCC2)c([N+](=O)[O-])c1 (stereo not given)	-22.0	i
21	COCc1nc2ccccc2n1Cc1ccccc1	-7.1	i
22	CC(C)(C)OC(=O)NCc1n[nH]c(=S)n1C1CC1	-6.7	i
23	COc1cccc(NC(=S)NCCN2CCOCC2)c1	-16.7	i
24	COc1ccc(-c2cc3ccc(OCC(=O)NCC4CCC(C(=O)O)CC4)cc3oc2=O)cc1 (stereo not given)	-9.2	i
25	Cc1cc(C(C)(C)C)cc(C)c1CC1=NCCN1	-8.0	i
26	COc1ccc(C2=NN(C(=O)c3ccc(Cl)c([N+](=O)[O-])c3)C(c3ccccc3)C2)cc1 (stereo not given)	-27.7	i
27	COc1ccc(CN(C)CCc2ccccn2)c(OC)c1OC	-3.2	i
28	COCc1ccc(C(=O)N2CCCC(N3CCN(c4ccccc4C)CC3)C2)s1 (stereo not given)	-22.1	i
29	O=C(O)c1cc(=O)c2ccccc2[nH]1	15.6	i
30	COC(=O)CN1C(=O)COc2ccc(S(=O)(=O)NCc3ccc(F)cc3)cc21	-19.6	i
31	O=C(CSc1nc2ccccc2c(=O)n1-c1ccccc1)N1CCCC1	-0.1	i
32	C[C@H](CO)N1C[C@H](C)[C@@H](CN(C)S(=O)(=O)c2cccs2)Oc2ccc(NC(=O)Nc3ccc(C(F)(F)F)cc3)cc2C1=O	-6.6	nt
33	CCOC(=O)C(C)Oc1cc(Cl)c(C=O)cc1OC (stereo not given)	-7.8	i
34	CC(=O)Nc1ccc(N2CCN(c3ccc(F)cc3)CC2)cc1	-12.3	i
35	NC(=O)c1cc(Cl)ccc1OCC(=O)NC1CC1	5.9	nt
36	O=C(c1ccc(Br)cc1)c1sc(N2CCOCC2)nc1-c1ccccc1	-0.7	i
37	COc1ccc(OCCCC(=O)Nc2cccc(SC)c2)cc1	-23.3	i
38	Cc1cc(CNC(=O)Nc2ccc3c(c2)OCO3)nn1C	-6.3	i
39	Cc1ccc(C(=O)N(Cc2ccc3c(c2)OCO3)Cc2nc3ccccc3c(=O)[nH]2)cc1	-24.6	i
40	Cc1ccc2c(c1)-c1cc(C)nn1C(c1ccc3c(c1)OCO3)N2 (stereo not given)	-16.0	i
41	CC(=O)CCS(=O)(=O)c1ccc(NC(C)=O)cc1	-5.0	i
42	CC(NC(=O)COc1ccc(/C=N/NS(=O)(=O)c2ccccc2)cc1)c1ccccc1 (stereo not given)	-21.9	i
43	C=CCN1CCc2c(cc(O)c(O)c2Cl)C(c2ccccc2)C1 (stereo not given)	-29.9	i
44	CCOC(=O)C1=C(N)Oc2c(oc(CO)cc2=O)C1c1ccccc1 (stereo not given)	-12.2	i
45	Clc1ccc(-c2nc(/C=N/N3CCOCC3)c3ccccn23)cc1	-33.2	i
46	O=C(Nc1ccccc1Cl)NC1(C(=O)NCc2ccncc2)CCCCC1	-33.1	i
47	CCn1c2ccccc2c2cc(NC(=O)COC(=O)C3CCC(=O)N3)ccc21 (stereo not given)	-7.7	i
48	O=C(CSc1nnc(COc2ccccc2)o1)c1ccccc1	-17.2	i
49	C=CCn1c(SCC(=O)N2CCN(c3ccccc3)CC2)nc2c([nH]c3ccccc32)c1=O	-13.2	i
50	COc1ccccc1CCC(=O)OCC(=O)Nc1cccc(S(=O)(=O)N2CCCCC2)c1	2.8	i
51	O=C(CSc1ccccc1)NCCc1ccc(F)cc1	-23.0	i
52	CN(C)C(=O)/C=C\c1cn(-c2ccccc2)nc1-c1ccc2c(c1)OCCO2	-28.1	i
53	Oc1ccccc1N1CCN(c2nnnn2-c2ccccc2)CC1	-26.9	i
54	O=C(OCC(=O)N1CCOCC1)c1cccc(S(=O)(=O)N2CCCc3ccccc32)c1	-8.5	i
55	Cc1ccc(C2NS(=O)(=O)N=C2N)cc1 (stereo not given)	-5.5	i
56	C=CCn1c(N(C)C)nc2c1c(=O)[nH]c(=O)n2C	-13.3	i
57	COc1ccc(-n2c(=S)[nH]c3cc(C(=O)Nc4cc(OC)c(OC)c(OC)c4)ccc3c2=O)c(OC)c1	-14.4	i
58	Cc1cccc(C)c1NC(=O)CSc1nnc(NC(=O)CN2CCOCC2)s1	-14.7	i
59	COc1ccc(C)cc1NC(=O)NNC(=O)C1CCC(C(C)(C)C)CC1 (stereo not given)	-18.5	i
60	CCOC(=O)C1CCCN(C(=O)c2cc(-c3ccccc3)on2)C1 (stereo not given)	-17.3	i
61	CC1CCC(NC(=O)CCN2C(=O)C3CC=CCC3C2=O)CC1 (stereo not given)	-14.0	nt
62	CN(C(=O)c1cccc(NC(=O)Cc2ccc([N+](=O)[O-])cc2)c1)C1CCC1	-24.0	nt
63	COc1ccc(NC(=O)CN2CCN(c3ccc(C)cc3C)CC2)cc1	-7.9	i
64	CCOCC(=O)Nc1nc2ccc(OC)cc2s1	-18.6	i
65	CCCCOC(=O)C[N+](C)(C)CCOC1CC2CCC1(C)C2(C)C (stereo not given)	-21.4	i
66	COc1ccc(N(C(=O)/C=C/c2ccccc2)C2=CC3CCC(C2)N3C)cc1 (stereo not given)	-15.1	i
67	CN(C)c1ccc(/C=C2\CCCc3c2nc2ccccc2c3C(=O)O)cc1	1.0	i
68	CCOC(=O)N1CCN(S(=O)(=O)c2cc(-c3nn4c(C)nnc4c4ccccc34)ccc2C)CC1	-23.1	i
69	CC(Sc1nnc(-c2ccc(OC(F)F)cc2)o1)C(=O)NCC1CCCO1 (stereo not given)	-10.6	i
70	C=C1C(C(=O)Nc2ccc(OCC)cc2)C1C(=O)Nc1ccc(OCC)cc1 (stereo not given)	-10.3	i
71	CCCCCC(=O)NNC(=S)NC(C)=O	-7.6	i
72	O=C(N[C@@H]1CCC(=O)N(CC[C@H](Sc2ccc(Br)cc2)c2ccccc2)CC1)OCc1ccccc1	-14.9	nt

More results.
item	Structure	OX1R antag	CHT PAM
73	COc1cccc(CN(C)C(=O)CSc2nc3ccccc3[nH]2)c1OC	-30.2	i
74	Cc1ccc(-c2cc(C(=O)N/N=C/c3c[nH]c4ccccc34)n[nH]2)o1	-7.4	i
75	CCc1nnc(NC(=O)CSc2nc(C)cs2)s1	-16.8	i
76	Cc1cc(C)n2nc(CNS(=O)(=O)c3cccc([N+](=O)[O-])c3)nc2n1	-3.0	i
77	Cc1ccnc(NC(=O)c2ccc(OCC3CCCO3)cc2)c1 (stereo not given)	-16.7	i
78	CN1C(=O)C(CC(=O)NCCc2ccccc2)N(NC(=O)c2cccc(F)c2)C1=S (stereo not given)	-21.0	i
79	CC(C)c1ccc(NC(=O)[C@@H](NC(=O)N2CC(=O)Nc3ccccc32)C(C)C)cc1	-17.9	i
80	CN(C)N1C(N)=C(C#N)C(c2ccccc2)C2=C1CCCC2=O (stereo not given)	-11.0	i
81	Fc1ccc(OCCn2cnc(Cl)c2Cl)cc1	-4.6	i
82	COc1ccc(CNC(=O)CN2c3ccccc3S(=O)(=O)c3ccccc32)cc1	-6.0	i
83	Cc1csc(=O)n1CCC(=O)OCC(=O)Nc1cc(Cl)ccc1[N+](=O)[O-]	-18.3	i
84	CCn1c(CCNC(=O)c2ccc(C)cc2)nnc1SCc1ccc(Cl)c(Cl)c1	-26.8	i
85	COc1ccc(C(=O)NCC(=O)N2CCN(c3ccccc3)CC2)cc1	-7.0	i
86	Cc1ccnc(NS(=O)(=O)c2ccc(NC(=O)C3CCCCC3C(=O)O)cc2)n1 (stereo not given)	0.6	i
87	Cc1n[nH]c(=O)n1-c1cccc(C(F)(F)F)c1	-6.6	i
88	O=C(NCc1ccco1)c1ccc2c(c1)N(Cc1ccccc1)CCS2	-10.4	i
89	Cc1ccc(NCc2nnc(SCC(N)=O)o2)c(C)c1	-16.2	i
90	CCOc1ccc(-n2c(-c3ccccc3)c[n+]3c2CCC3)cc1	-9.9	i
91	COc1ccc2cc3cc(C(=O)NCCc4ccc(OC)c(OC)c4)oc3nc2c1	-21.5	i
92	COc1ccc(Cc2noc(-c3ccc(C)cc3)n2)cc1	-16.3	i
93	O=S(=O)(Nc1ccc2ccccc2n1)c1ccc2c(c1)CCO2	-6.1	i
94	CCN1CCN(S(=O)(=O)c2ccc(S(=O)(=O)N(CC)Cc3ccccc3)cc2)CC1	-10.1	i
95	Cc1onc(-c2ccccc2)c1C(=O)NCCSCc1ccco1	3.8	nt
96	CC(C)(C)c1ccc(-c2cc(N)n[nH]2)cc1	-14.9	i
97	OCCC1CN(C2CCN(c3ccccc3)CC2)CCN1Cc1ccc(F)c(F)c1 (stereo not given)	-10.5	i
98	N#Cc1ccsc1NC(=O)CCN1C(=O)C2CCCCC2C1=O (stereo not given)	-17.9	nt
99	COc1cccc2c(C)c(C(=O)O)[nH]c12	-18.1	i
100	COCC(C)NCc1cccc(OC)c1OC (stereo not given)	4.9	i
101	Cc1ccc2c(c1)[C@H]1[C@H](CO2)[C@H](c2ccccc2)[C@]2(C)C(=O)N(Cc3ccccc3)CC(=O)N12	15.5	nt
102	CN(CC(=O)Nc1ccc(Cl)c(C(F)(F)F)c1)C(=O)c1ccc(N2CCOCC2)c([N+](=O)[O-])c1	-1.1	i
103	CN(Cc1ccccc1)C(=O)c1ccco1	-0.5	i
104	CC(=O)Nc1ccc2c(COC(=O)CC3Sc4ccccc4NC3=O)cc(=O)oc2c1 (stereo not given)	-15.2	i
105	COc1ccc(Cl)cc1NC(=S)NN1CCOCC1	-8.5	i
106	CC(C)(C)CC(C)(C)c1ccc(OCCOCC[N+](C)(C)Cc2ccccc2)cc1	10.8	i
107	CCCc1cc(=O)n2[nH]c(NCc3cccs3)nc2n1	-18.8	i
108	O=C(NCc1ccc(F)cc1)C1C2C=CC3(CN(Cc4cccnc4)C(=O)C13)O2 (stereo not given)	-32.0	i
109	Nc1cnn(Cc2ccccc2F)c1	-17.3	i
110	CCOc1ccc(NS(=O)(=O)c2ccc3c(c2)N(C(C)=O)CC3)cc1	-0.4	i
111	O=C(NCCc1ccccc1)NC(Cc1ccccc1)C(=O)O (stereo not given)	nt	i
112	COc1ccccc1OCCNC(=O)c1cccc(S(=O)(=O)N2CCN(Cc3ccccc3)CC2)c1	-33.5	nt
113	Cc1ccc(Oc2nc3c(C)cccn3c(=O)c2/C=C(\C#N)C(N)=O)cc1	-1.4	i
114	CCOC(=O)C1(CCCc2ccccc2)CCN(Cc2cnc(C)s2)CC1	-25.1	i
115	c1cn(CCCNC2=NCCCCC2)cn1	-4.9	i
116	Cc1ccccc1OCC(=O)OC(C)CN1CCN(C)CC1 (stereo not given)	-22.1	i
117	CCOc1ccc(NS(=O)(=O)c2cc3c4c(c2)CCN4C(=O)CC3)cc1	-28.2	i
118	O=C(Nc1ccccn1)c1ccc(S(=O)(=O)c2ccc(Cl)cc2)cc1	-14.7	i
119	O=C(Nc1cccnc1)c1cnn2cccnc12	-1.4	i
120	O=C(COC(=O)c1sc2ccccc2c1Cl)Nc1ncc(Cl)cc1Cl	-1.6	i
121	CCOC(=O)CNc1c(-c2ccc(F)cc2)nc2cnccn12	-19.7	i

Bioassay records: PubChem BioAssay, several laboratories
